ERAP1 inh – human ERAP1 aminopeptidase inhibitors, primary screen, biochemical, single point, plate reader; recombinant ERAP1, Leu-AMC fluorescence, 60 min; 0.15% of 340,000 active; Endoplasmic reticulum aminopeptidase 1 (Homo sapiens), Q9NZ08; inhibition, % at 10.7 µM;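 active means mean replicate inhibition of at least 30%, or all replicates individually reaching that 30% level; inactive means mean below 30% and not every replicate reaching it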;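 further: 0% = neutral control wells and 100% = L-leucinethiol positive control wells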
esBAF inh – Bmi1 luciferase reporter increase in mESCs, primary screen, esBAF inhibitor project, mouse ES cells, Bmi1 luciferase knock-in, single point. AID 602393, 2012. 2% of 350,000 active. reporter increase, % at 12.5 µM. 24 h; 100% = twice the neutral-well signal; in the data active means activation above about 40%; inconclusive means no clear call, values can overlap the other calls;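 further: 0% = median of the plate's neutral control wells and 100% = double that signal; a rise in the Bmi1 reporter signal indicates esBAF inhibition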
RAD54 branch – inhibitors of human RAD54 branch migration, primary screen, biochemical, fluorescence, single point | 0.14% of 360,000 active | RAD54 Holliday junction branch migration, FAM/BHQ fluorescence | DNA repair and recombination protein RAD54-like (Homo sapiens), Q92698 | inhibition, % at 10.4 µM;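 active means mean normalized replicate activity at least 40 and at least half of replicates scoring 40 or more; inconclusive means only one of the two criteria met; inactive means mean below 40 and under half of replicates reaching 40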;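 further: 0% = median of neutral control wells and 100% = median of positive control wells; inhibitors cause a drop in the FAM fluorescence signal; in these data hits start at about 50%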
XiGFP reactiv – activators of inactive X chromosome reactivation, primary screen, imaging, XiGFP fibroblasts, GFP high-content imaging, set 2 | XiGFP mouse fibroblasts, % GFP-positive cells imaging, 3 d; cells co-treated with 5-aza-dC sensitizer; scaled so ellipticine positive control = 100% | activation, % at 7.58 µM | AID 743238, 2013 | 0.055% of 360,000 active;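 active means mean normalized replicate activation at least 10% and every replicate at or above 10%; inconclusive means only one of the two criteria met; inactive means mean below 10% and not all replicates reach 10%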;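 further: 0% = median of on-plate neutral control wells and 100% = ellipticine 6 µM median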
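Material: XiGFP fibroblasts, SV40-immortalized; Buffer or medium: DMEM containing 5-aza-dC; Compound dosing: single point; Times: 3 days compound exposure.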
GSIS activator – GLuc luminescence reporter in INS-1E cells, primary screen for activators of glucose-dependent secretion of insulin; activation, % at 16.6 µM; INS-1E GLuc reporter insulin secretion, 2-3 h; 0.61% of 370,000 active; AID 743287, 2014;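 active means lowest replicate activation of at least 40%, so every replicate reaches that level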;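 further: 0% = median of neutral control wells and 100% = median of IBMX positive control wells; some compounds called inactive have numbers as strong as hits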
ARNT-TACC3 inh – disruptors of ARNT/TACC3 protein interaction, primary screen, biochemical, AlphaScreen, single concentration; 0.66% of 390,000 active; inhibition, % at 9.99 µM; AID 623870, 2012; AlphaScreen His-ARNT PAS-B/GST-TACC3 binding, luminescence; TACC3 fragment carries E629A point mutation;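 active means mean inhibition of replicates at least 50% and at least half of replicates each reaching 50%; inconclusive means half or more replicates reach 50% but mean below 50%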;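 further: 0% = complete ARNT plus TACC3 wells and 100% = ARNT alone without TACC3; many hits fall short of the cut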
RAD52 inh – RAD52 DNA annealing inhibitors, primary screen, biochemical, FRET, single point, set 2; recombinant RAD52 DNA annealing, FRET fluorescence; inhibition, % at 18.7 µM; 0.46% of 360,000 active; AID 651710, 2012;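 active means every replicate showing at least 50% inhibition; inconclusive means mean inhibition at least 50% but not in every replicate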
Target sequence (P43351 whole entry, looked up): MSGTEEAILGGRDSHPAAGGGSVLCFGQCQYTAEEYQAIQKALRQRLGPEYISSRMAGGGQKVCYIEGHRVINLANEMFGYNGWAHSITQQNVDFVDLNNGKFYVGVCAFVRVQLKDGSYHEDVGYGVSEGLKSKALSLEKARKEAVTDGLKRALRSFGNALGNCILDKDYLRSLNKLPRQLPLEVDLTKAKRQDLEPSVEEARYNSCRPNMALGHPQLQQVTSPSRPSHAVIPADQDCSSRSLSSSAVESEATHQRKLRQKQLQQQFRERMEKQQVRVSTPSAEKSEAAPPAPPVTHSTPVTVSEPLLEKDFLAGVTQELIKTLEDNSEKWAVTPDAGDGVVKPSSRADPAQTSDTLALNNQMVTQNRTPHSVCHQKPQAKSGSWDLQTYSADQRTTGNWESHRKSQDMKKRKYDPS
CFTR F508del cor – F508del CFTR correction, initial screen, CFBE line, single point; 0.36% of 350,000 active; activity (quench increase), % at 7.58 µM; CFBE cells, YFP halide quenching; stimulated with forskolin plus potentiator P3; % fluorescence drop versus neutral controls;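 active means mean added fluorescence quench of at least 8% versus neutral control, with both replicates also reaching 8%; inconclusive means only one of the mean or replicate conditions met; inactive means mean below 8% and not both replicates reaching 8%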;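 further: cells transiently co-express mutant CFTR-F508del with the halide-sensitive YFP; corrector assay measuring rescue of mutant channel to the surface after 24 h compound exposure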
Starred values were filed as active, the others as inactive; ? = inconclusive; nt = no result given. Random draw from the library; any-hit rate near 3.3%.

SMILES | ERAP1 inh | esBAF inh | RAD54 branch | XiGFP reactiv | GSIS activator | ARNT-TACC3 inh | RAD52 inh | CFTR F508del cor
CCC1Sc2ccc(S(=O)(=O)Nc3ccc(OC)c(OC)c3)cc2NC1=O (stereo not given) | 1 | -14 | -6 | 0.0 | -21 | 4 | 0 | 1.5
CCOC(=O)Cc1csc(NC(=S)NC(=O)CC(C)C)n1 | 6 | 4 | -4 | 0.5 | 20 | nt | -7 | nt
C[C@H](CO)N1C[C@H](C)[C@H](CN(C)C(=O)CCCN(C)C)OCc2cnnn2CCCC1=O | -1 | 4 | 8 | -0.2 | -1 | -3 | 7 | 2.1
C[C@@H]1CN([C@@H](C)CO)C(=O)Cc2cc(NS(C)(=O)=O)ccc2O[C@H]1CN(C)S(=O)(=O)c1cccs1 | 1 | 6 | 3 | 0.5 | 7 | 20 | -9 | -2.4
N#C/C(=C/c1ccc(-c2ccc([N+](=O)[O-])cc2)o1)C(=O)Nc1nc(-c2cccs2)cs1 | -1 | nt | nt | 0.0 | 15 | 20 | 4 | 2.3
C/C=C/c1cnc2c(c1)C(=O)N([C@@H](C)CO)C[C@H](C)[C@H](CN(C)Cc1cncnc1)O2 | 1 | -10 | 1 | -0.2 | 6 | -4 | -11 | 1.2
COc1ccc(NC(=O)N[C@@H]2CC[C@@H](CCNC(=O)c3ccccc3F)O[C@H]2CO)cc1 | -6 | -3 | -2 | 0.2 | 0 | -2 | 3 | 2.1
CN(C)CC(=O)Nc1ccc2c(c1)[C@@H]1C[C@H](CC(=O)NCc3ccccc3F)O[C@@H](CO)[C@@H]1O2 | nt | 0 | 5 | -0.1 | 2 | 1 | nt | -0.9
C[C@H]1CN([C@@H](C)CO)C(=O)c2cccc(NC(=O)Nc3ccc(C(F)(F)F)cc3)c2O[C@H]1CN(C)C(=O)Nc1cccc2ccccc12 | -2 | 9 | 2 | -0.8 | -3 | 3 | 16 | 2.0
Cc1[nH]c2ccc(C(C)C)cc2c1CC(=O)O | nt | -3 | -2 | -0.1 | -10 | -8 | -24 | 0.2
Cc1ccc(/C(O)=C2\C(=O)C(=O)N(CCc3c[nH]c4ccccc34)C2c2cccnc2)cc1 (stereo not given) | -4 | 3 | -7 | 0.1 | -5 | -1 | -1 | -1.0
O=C(Cn1cnc([N+](=O)[O-])n1)NC1CC1 | -1 | nt | nt | 0.0 | 1 | -10 | -14 | -1.5
COc1ccc(NC(=O)/C(C#N)=C\c2cc(OC)c(OCc3ccc(C(=O)O)cc3)cc2Br)cc1 | -1 | nt | nt | 0.0 | 3 | -4 | -22 | 4.7
O=C(Nc1nc2ccccc2s1)c1cc2c(s1)-c1ccccc1OC2 | 0 | ? | -1 | 0.1 | -1 | nt | -2 | -1.1
C[C@@H]1CCCCO[C@@H](CN(C)C(=O)C2CCCCC2)[C@H](C)CN([C@@H](C)CO)C(=O)c2cc(NS(=O)(=O)c3ccccc3)ccc2O1 | -1 | 14 | -16 | 0.1 | -16 | -4 | 6 | -1.7
Cc1noc(C)c1S(=O)(=O)N(C)C[C@@H]1OCCCC[C@H](C)Oc2ccc(NS(=O)(=O)c3cccs3)cc2C(=O)N([C@@H](C)CO)C[C@H]1C | 2 | 3 | -3 | -0.8 | -10 | -4 | 64* | -2.1
Cc1ccc(/C=C/C(=O)OCC(=O)NCc2ccc(Cl)cc2)o1 | 5 | 1 | 4 | 0.4 | -28 | 4 | -26 | -0.6
O=C(c1ccncc1)N1C[C@@H]2N[C@H](C1)C2c1ccc(-c2ccncc2)cc1 (stereo not given in full) | 3 | nt | nt | 0.1 | 4 | nt | -10 | -0.2
O=C(c1cccnc1)N1C[C@@H]2[C@H](c3ccccc31)[C@H](CO)N2C(=O)Nc1ccc(F)cc1 | 1 | 1 | -4 | 0.0 | 13 | -1 | -12 | -2.4
CN(C)C(=O)COC(=O)c1cccc(CN2C(=O)c3ccccc3C2=O)c1 | -2 | nt | nt | -0.1 | 8 | -8 | -5 | -0.1
CC(C)CC#Cc1ccc2c(c1)O[C@@H](CN(C)C(=O)Nc1ccccc1F)[C@H](C)CN([C@H](C)CO)S2(=O)=O | 0 | -4 | 9 | 0.2 | -12 | 3 | -6 | 6.5
Cc1ccc(C)c(NC(=O)CSc2nc(=O)n(CCN3CCOCC3)c3c2CCCC3)c1 | -5 | nt | nt | 0.2 | 10 | nt | -4 | 1.1
COc1cccc(S(=O)(=O)Nc2ccc3c(c2)[C@@H]2C[C@@H](CC(=O)NCCc4ccccc4)O[C@H](CO)[C@@H]2O3)c1 | -1 | 21 | 2 | 0.1 | -3 | -1 | 8 | 3.2
Cc1cccc(OCCCC(=O)Nc2ccc(S(=O)(=O)Nc3ncccn3)cc2)c1C | -3 | -8 | -10 | 0.0 | 13 | -7 | -12 | -3.2
COc1ccc(COc2ccsc2C(=O)Nc2ccc(Cl)cc2)cc1 | nt | 8 | 5 | nt | 0 | -2 | nt | nt

Rewritten tab-delimited: part of the list above
molecule	ERAP1 inh	esBAF inh	RAD54 branch	XiGFP reactiv	GSIS activator	ARNT-TACC3 inh	RAD52 inh	CFTR F508del cor
O=C(c1cccnc1)N1C[C@@H]2[C@H](c3ccccc31)[C@H](CO)N2C(=O)Nc1ccc(F)cc1	1	1	-4	0.0	13	-1	-12	-2.4
CN(C)C(=O)COC(=O)c1cccc(CN2C(=O)c3ccccc3C2=O)c1	-2	nt	nt	-0.1	8	-8	-5	-0.1
CC(C)CC#Cc1ccc2c(c1)O[C@@H](CN(C)C(=O)Nc1ccccc1F)[C@H](C)CN([C@H](C)CO)S2(=O)=O	0	-4	9	0.2	-12	3	-6	6.5
Cc1ccc(C)c(NC(=O)CSc2nc(=O)n(CCN3CCOCC3)c3c2CCCC3)c1	-5	nt	nt	0.2	10	nt	-4	1.1

Continuation:
SMILES | ERAP1 inh | esBAF inh | RAD54 branch | XiGFP reactiv | GSIS activator | ARNT-TACC3 inh | RAD52 inh | CFTR F508del cor
O=C(COc1ccc(S(=O)(=O)N2CCCCC2)cc1)NCc1cccnc1 | 4 | 2 | 17 | nt | -5 | -3 | -12 | -1.8
COc1ccc(NC(=O)C2CCCN(C(=O)c3ccc(Cl)cc3)C2)cc1S(=O)(=O)N(C)C (stereo not given) | 1 | -3 | -11 | 0.2 | -6 | -14 | 4 | -5.2
CCCCNC(=S)N(CCCN(C)C)Cc1cc2cc3c(cc2[nH]c1=O)OCO3 | -1 | -2 | 3 | 0.0 | 12 | -2 | -7 | -5.8
CC1Cc2cc(/C(O)=C3/C(=O)C(=O)N(CCCn4ccnc4)C3c3ccc(Br)cc3)ccc2O1 (stereo not given) | 0 | -3 | 2 | 0.2 | 9 | 11 | -16 | -0.3
COC(=O)C1=C(O)/C(=C\c2ccc(O)c(OC)c2)N=C1C | nt | -2 | -22 | nt | 3 | -4 | nt | nt
C[C@@H]1CN([C@H](C)CO)C(=O)Cc2cc(NC(=O)Cn3cnnn3)ccc2O[C@H]1CN(C)S(=O)(=O)c1cn(C)cn1 | -1 | -1 | 4 | -0.1 | 8 | nt | -7 | 1.1
Cc1ccc(C(=O)NCCc2nnc3ccc(SCC(=O)Nc4cc(C)on4)nn23)cc1 | 4 | nt | 3 | 3.6 | 13 | 2 | 11 | 0.6
CCOC(=O)c1ccc(NC(=O)COc2ccc(S(=O)(=O)NC(C)C)cc2)cc1 | 0 | -7 | -4 | nt | 4 | 1 | -3 | 0.4
O=C(CCNS(=O)(=O)c1ccccc1)N1CCN(c2ccccc2F)CC1 | -2 | nt | 15 | 0.1 | -11 | 2 | -1 | 3.4
COCCNC(=O)C[C@@H]1C[C@@H]2c3cc(NC(=O)c4cccnc4)ccc3O[C@@H]2[C@H](CO)O1 | -1 | -2 | 9 | 0.5 | 23 | 0 | 6 | 1.3
COCC1CCN(Cc2c(C(=O)N3CCOCC3)nc3c(C)cccn23)C1 (stereo not given) | -3 | 1 | -3 | 0.1 | 12 | nt | -9 | 0.6
COc1ccc(C2CC(=O)Oc3c(C(CCN4CCN(c5ccccc5)CC4)c4ccc(N(C)C)cc4)c(OC)cc(OC)c32)cc1 (stereo not given) | -2 | -9 | 6 | 0.1 | -9 | -5 | -16 | 3.9
COc1ccc(S(=O)(=O)Nc2ccccc2C)cc1C(=O)N1CCOCC1 | 7 | 8 | nt | 0.0 | -12 | -6 | -6 | 0.2
COc1cccc(C(C(=O)NC2CCCC2)N(C(=O)c2ccco2)c2ccc(NC(C)=O)cc2)c1OC (stereo not given) | -2 | 5 | -10 | 0.0 | 2 | -10 | -12 | 1.0
O=C(COc1ncnc2ccccc12)Nc1ccccc1[N+](=O)[O-] | -3 | nt | nt | 0.0 | -1 | -2 | 0 | -0.6
CC1CCC2CCCCC2N1C(=O)c1cc([N+](=O)[O-])cc([N+](=O)[O-])c1 (stereo not given) | 3 | -4 | 9 | 0.1 | -7 | 5 | -15 | 0.4
S=C1NCCN1c1ccc(Cl)cc1 | 4 | nt | nt | 0.7 | 1 | nt | 0 | 1.1
CNS(=O)(=O)c1ccc(N=Cc2c(C)[nH]n(-c3ccc(C)cc3C)c2=O)cc1 | 2 | nt | 1 | 0.0 | 45 | 4 | -12 | 3.8
CC1(C(=O)Nc2ccc3c(c2)OCCO3)CN(S(C)(=O)=O)CC(=O)N1CCc1c[nH]c2ccccc12 (stereo not given) | nt | nt | nt | 0.0 | 2 | nt | -7 | -1.7
CCC(=O)N1[C@@H]2CN(S(=O)(=O)c3ccccc3)c3ccccc3[C@@H]2[C@@H]1CO | -1 | 7 | 6 | 0.3 | -3 | -14 | -2 | 0.0
COc1ccc(-c2cn(CCO)nc2-c2ccc(OC)cc2)cc1 | 1 | -6 | -3 | 0.0 | 34 | -5 | -8 | 2.2
O=C(NC1CCCc2ccccc21)c1cccc(S(=O)(=O)N2CCN(c3ccccc3)CC2)c1 (stereo not given) | nt | 5 | -7 | nt | -5 | 1 | nt | nt
COc1ccc(NC(=S)NCc2ccco2)c(OC)c1 | nt | 5 | -2 | nt | 10 | -9 | nt | nt
CC(C)Cn1c(SCC(=O)Nc2ncccn2)nc2ccccc21 | 0 | nt | nt | -0.2 | 24 | -11 | -18 | -2.7
COc1ccc2c3c([nH]c2c1)[C@H](CO)N(Cc1ccccc1F)CC31CN(C(=O)C2CCC2)C1 | 0 | nt | nt | 0.3 | 3 | nt | -6 | 1.3
Cc1ccccc1Oc1ncccc1C(=O)/C(C#N)=C/N(C)C | nt | 0 | 0 | nt | 20 | -12 | nt | nt
CCOc1ccc(OCCOC(=O)CNC(=O)c2ccc(Cl)cc2Cl)cc1 | 0 | nt | 4 | 0.7 | -5 | -3 | -2 | 2.1
C[C@@H]1CN([C@H](C)CO)C(=O)c2cccc(NC(=O)c3ccncc3)c2O[C@H]1CN(C)S(=O)(=O)c1ccc(Cl)cc1 | 4 | -4 | 0 | 0.0 | -9 | -2 | 4 | -1.7
COc1ccc(NC(=O)Nc2cccc3c2O[C@H](CN(C)C(=O)NC(C)C)[C@H](C)CN([C@@H](C)CO)C3=O)cc1 | 7 | 9 | -3 | -1.4 | 5 | 2 | -2 | -0.6
C/C(=N\NC(=S)NC1CCCCC1)c1c(F)cccc1F | 1 | 1 | -3 | -0.2 | -16 | 0 | -15 | 0.3
